# S1P4 agonist = activates the human S1P4 receptor; 220,000 compounds, 0.35% hits; S1P4-expressing cell line, agonist reporter assay; activation, % at 4.98 µM; O95977; in the data active = activation above about 11%;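 note: 0% = DMSO vehicle and 100% = reference agonist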
# EP2 modulator = EP2 receptor (human) modulation; P43116; EP2-expressing cells, cAMP HTRF FRET, PGE2 co-stimulation; induction, % at 25 µM; 260,000 compounds, 0.83% hits;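 active = compounds whose cAMP rise, as percent of the full-agonist control response, exceeds 60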;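 note: rat C6 glioma line stably carrying human EP2 under a CMV promoter; the protocol text gives 20 µM as final concentration; 100% = response of wells given 1 µM PGE2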
# Target sequence (P43116 whole entry, looked up): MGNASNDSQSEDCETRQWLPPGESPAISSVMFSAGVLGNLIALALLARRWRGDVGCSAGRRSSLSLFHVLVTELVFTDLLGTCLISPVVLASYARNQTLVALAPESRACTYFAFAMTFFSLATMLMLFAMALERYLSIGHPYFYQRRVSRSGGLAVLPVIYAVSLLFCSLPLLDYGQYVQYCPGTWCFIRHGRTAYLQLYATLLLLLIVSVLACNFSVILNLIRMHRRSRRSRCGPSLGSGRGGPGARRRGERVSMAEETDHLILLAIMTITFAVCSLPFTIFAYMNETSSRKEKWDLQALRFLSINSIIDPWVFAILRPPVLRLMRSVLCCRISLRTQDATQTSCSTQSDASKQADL
# NPY2 pot ag = potentiators or agonists of human neuropeptide Y receptor Y2; activation, % at 3.6 µM; cells expressing NPY-Y2, potentiator/agonist read-out; P49146; AID 1359; 220,000 compounds, 0.45% hits; in the data active = activation above about 27%;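 note: cells stimulated with NPY near EC25 plus isoproterenol at EC100; 0% = vehicle plus submaximal agonist and 100% = vehicle plus saturating agonist; some results beyond the cut were filed as inactive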
# zfTRPN1 agonist = activates the zebrafish TRPN1 channel; HEK293 zebrafish TRPN1-YFP, Fluo-8 calcium fluorescence; 100% = response to 87 µM carbachol; activation, % at 3 µM; 220,000 compounds, 0.18% hits; AID 1424;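 active = activation above its plate's cutoff, the mean activation of test wells on that plate plus 3 SD, cut at about 19% in these data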;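 note: 0% = DMSO alone and 100% = 87 µM carbachol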
#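 Material: zebrafish TRPN1-YFP in HEK293 cells; Doses: single test compound dose, 3 µM nominal, 0.3% DMSO; Timing: dye loading 1 h at 37 °C, then 30 min room temperature; Technique: intracellular calcium fluorescence with Fluo-8; Benchmarks: high carbachol 87 µM, low DMSO alone.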
# NPY1 pot ag = potentiates or activates human NPY-Y1 receptor. activation, % at 3.6 µM. AID 1304. 220,000 compounds, 0.37% hits. P25929. NPY-Y1 expressing cells, potentiator/agonist activation; in the data active = activation above about 33%, passing the limit was not always enough;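 note: cells stimulated with NPY at EC10 then isoproterenol at EC100; 0% = low agonist plus stimulus and 100% = saturating agonist plus stimulus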
# TRPML3 ag = agonists of human TRPML3 channel. Q8TDD5. HEK293 TRPML3-YFP, Fluo-8 calcium fluorescence; 100% = the carbachol control signal. activation, % at 3 µM. 220,000 compounds, 0.29% hits;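 active = activation above its plate's cutoff, the mean activation of the plate's test wells plus 3 SD, cut at about 12% in these data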;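 note: 0% = DMSO only wells and 100% = carbachol wells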
# Target sequence (Q8TDD5 whole entry, looked up): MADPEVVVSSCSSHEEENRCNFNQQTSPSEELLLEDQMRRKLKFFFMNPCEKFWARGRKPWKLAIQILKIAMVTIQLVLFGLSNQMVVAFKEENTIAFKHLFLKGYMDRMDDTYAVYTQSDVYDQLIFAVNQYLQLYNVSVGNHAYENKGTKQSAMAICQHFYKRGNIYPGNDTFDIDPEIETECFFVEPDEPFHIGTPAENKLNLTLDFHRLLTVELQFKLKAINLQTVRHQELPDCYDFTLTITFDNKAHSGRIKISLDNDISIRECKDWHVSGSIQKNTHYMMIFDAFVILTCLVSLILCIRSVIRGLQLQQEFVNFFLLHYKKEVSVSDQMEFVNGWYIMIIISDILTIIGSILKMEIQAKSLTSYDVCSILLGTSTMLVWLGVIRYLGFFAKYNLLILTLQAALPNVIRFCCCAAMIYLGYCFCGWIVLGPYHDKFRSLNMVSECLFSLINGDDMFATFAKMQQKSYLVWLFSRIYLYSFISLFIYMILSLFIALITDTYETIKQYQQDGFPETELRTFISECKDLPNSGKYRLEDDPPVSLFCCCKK
#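 Test system: TRPML3-YFP stable HEK293 cells. Doses: single point at 3 µM. Incubation: dye loading 1 h 37 °C then 30 min ambient, 125 s read. Signal: Fluo-8 calcium dye fluorescence, ex 470-495, em 515-575 nm. Measure: percent activation from peak-to-basal fluorescence ratio, scaled between DMSO and carbachol.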
# NPY Y1 blocker = antagonists of human neuropeptide Y receptor Y1; 200,000 compounds, 1% hits; inhibition, % at 3.6 µM; P25929; HEK293-CNG Y1 cells, membrane potential fluorescence; NPY at EC95, then isoproterenol;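 active = inhibition above the campaign mean inhibition of all tested compounds plus 3 SD, cut at about 20% in these data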;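 note: 0% = DMSO wells given NPY plus isoproterenol and 100% = isoproterenol alone without NPY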
#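 Assay system: HEK293 cells with Y1 receptor plus CNG channel | Probe or stimulus: NPY (25 nM), isoproterenol (1 µM), Ro 20-1724 (25 µM) | Timing: Compound incubation 1 h at room temperature, readout 45 min post-stimulation | Measured by: Membrane-potential fluorescent dye readout | Benchmarks: High control isoproterenol alone, low control NPY with isoproterenol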
# S1P4 antagonist = blocks the human S1P4 receptor | O95977 | S1P4-expressing cells, antagonist mode, reporter read-out | inhibition, % at 4.98 µM | 220,000 compounds, 0.26% hits; in the data active = inhibition above about 29%;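 note: 0% = wells stimulated with agonist and 100% = vehicle wells without agonist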
# CHOP inh = inhibitors of CHOP induction in ER stress response; CHO-K1 CHOP-promoter luciferase, tunicamycin-induced, 15-18 h; inhibition, % at 10 µM; 220,000 compounds, 3.8% hits; AID 2732;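 active = compounds that reduced the stress-induced luciferase reporter signal by more than about 70% of percent inhibition, limit read from the data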;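 note: 0% = tunicamycin plus vehicle and 100% = wells without tunicamycin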
# Active calls of the source: *; . = not tested or not shown; & = joins results of further samples.
SMILES,S1P4 agonist,EP2 modulator,NPY2 pot ag,zfTRPN1 agonist,NPY1 pot ag,TRPML3 ag,NPY Y1 blocker,S1P4 antagonist,CHOP inh
CN(Cc1ccccc1)C(=O)COc1ccc(N(C)S(=O)(=O)c2ccc(F)cc2)cc1,0.4,-29,-11,0.6,10,0.8,.,14,5
CCc1ccc([C@@H]2C[C@H]3CN(Cc4ccccc4OC)C(=O)[C@]34CCCN24)cc1,-3.3,2,0,-2.5,-4,-0.3,12,-1,28
O=C(NCC1CCCO1)c1ccccc1 (stereo not drawn),-1.7,-5,13,-0.4,11,0.6,6,-2,-4
CCCS(=O)(=O)NCCc1cc2cc(C)c(C)cc2[nH]c1=O,-1.6,-6,7,-0.9,1,0.2,-2,-16,-20
O=S(=O)(c1cccc2nsnc12)N1CCN(c2ccccc2F)CC1,2.1,-45,1,1.5,-13,0.6,0,-12,1
CC(=O)c1cccc(NC(=O)CN(C2CCCCC2)S(C)(=O)=O)c1,0.4,-7,6,0.1,20,-0.5,0,-22,-12
O=C(NCC1CCCO1)C1c2ccccc2C(=O)N1Cc1ccc2c(c1)OCO2 (stereo not drawn),-1.1,23,2,1.3,4,0.2,-4,16,27
S=c1[nH]nc(Cc2ccccc2)n1-c1ccc(Cl)cc1,-0.7,17,6,-0.1,18,0.2,-2,-2,2
O=C(O)CC(C(=O)OC1CCCCC1)N1CCOCC1 (stereo not drawn),2.6,3,11,4.0,-7,0.8,3,6,9
Cc1ccc(S(=O)(=O)N2CCCCC2)cc1NC(=O)CSc1nnc(N)s1,-0.2,18,-4,0.5,3,1.6,3,-2,24
COc1cccc(C2C3=C(CC(C)(C)CC3=O)OC(N)=C2[N+](=O)[O-])c1 (stereo not drawn),-0.5,19,4,1.6,-1,0.1,1,0,-1
N#CCc1nn2c3c(cnc2c1C#N)C(=O)CCC3,-0.2,16,4,2.6,10,0.7,1,-11,10
O=C(O)c1ccc(-c2ccc(/C=C3\NC(=O)N(Cc4ccc(Cl)cc4)C3=O)o2)cc1,1.4,-13,8,-1.8,7,0.5,.,5,13
O=[N+]([O-])c1cccc(-c2nnc3ccccn23)c1,1.7,8,3,0.8,5,0.7,.,-2,-14
COc1ccc(C(=O)NCC(=O)OCn2nnc3ccccc3c2=O)cc1OC,1.4,-5,-5,-1.5,4,0.2,-7,4,12
C/C(CC(=O)Nc1ccccc1-c1ccccc1)=N\NC(=O)COc1ccc(C)cc1Br,2.4,7,-31,-1.9,-40,-0.4,6,4,25
C/C(=N\NC(=O)c1ccc(C)cc1C)c1ccc(-n2ccnc2)cc1,-0.4,1,0,0.2,-33,0.4,6,-18,12
CC1=C(C(=O)OC2CCCC2)C(c2coc3ccccc3c2=O)C2=C(CC(C)(C)CC2=O)N1 (stereo not drawn),0.0,1,7,-0.1,16,0.4,.,-2,18
O=C(CN1C(=O)/C(=C\c2cccs2)SC1=S)Nc1cccc(C(=O)O)c1,2.4,-59,16,2.4,11,0.8,.,1,5
O=C(CN1CCCCC1)Nc1ccc(NC(=O)c2ccccc2Cl)cc1Cl,-0.4,-60&-18,-8,-0.8,-19,0.4,5,-5,49
O=C(O)CN1C(=O)/C(=C/c2ccsc2)SC1=S,0.2,-31,-1,1.1,-40,1.6,5,-10,-16
COc1ccc(NC(=O)c2cc(CN3C(=O)c4ccccc4C3=O)ccc2OC)cn1,2.1,9,-17,1.1,1,-0.9,1,-4,66
NS(=O)(=O)c1cc(C(=O)OCC(=O)Nc2ccc(N3CCCCC3)cc2)ccc1Cl,-1.8,-29,-2,1.1,-9,0.4,.,-5,0
O=c1[nH]c2ccc(NC(=S)NCCc3ccccc3)cc2[nH]1,-1.1,1,-12,-0.2,7,0.9,.,-10,-18
O=C(O)/C=C\C(=O)Nc1cccc(C(=O)Nc2cccc(O)c2)c1,0.6,7,-17,0.0,5,0.1,3,-12,8
CCOc1ccc(C(C(=O)NC2CCCCC2)N(C(=O)Cc2cccs2)c2ccc(-n3cnnn3)c(OC)c2)cc1 (stereo not drawn),5.3,7,-1,-0.2,-20,0.4,0,-2,84*
Cc1ccccc1Cn1cnc2ccccc21,0.6,-16,-14,3.4,11,2.1,3,2,12
Cc1ccc(OCCC(=O)OCC(=O)N2c3ccccc3CC2C)cc1 (stereo not drawn),-0.9,12,-12,1.4,-6,0.0,8,-7,24
O=C(NCCC1=CCCCC1)C(c1ccccc1)c1ccccc1,-1.3,24,5,-2.8,-8,-1.1,28*,-8,45
O=C(NCCN1CCN(c2ccccc2)CC1)C1CCN(S(=O)(=O)N2CCOCC2)CC1,3.5,-6,-8,0.6,32*,0.5,-2,-4,1

# The closing two records of the part above lead into the next:
SMILES,S1P4 agonist,EP2 modulator,NPY2 pot ag,zfTRPN1 agonist,NPY1 pot ag,TRPML3 ag,NPY Y1 blocker,S1P4 antagonist,CHOP inh
O=C(NCCC1=CCCCC1)C(c1ccccc1)c1ccccc1,-1.3,24,5,-2.8,-8,-1.1,28*,-8,45
O=C(NCCN1CCN(c2ccccc2)CC1)C1CCN(S(=O)(=O)N2CCOCC2)CC1,3.5,-6,-8,0.6,32*,0.5,-2,-4,1
O=C(c1ccc(N2CCCCC2)c([N+](=O)[O-])c1)N(Cc1ccccc1)c1ccccn1,-0.1,7,-5,-0.4,-37,0.2,9,9,45
CC(C)(C)NC(=O)c1cc(F)c(F)cc1Cl,1.5,21,0,1.8,3,1.1,1,-1,-3
CCOC(=O)C1CCCCN1Cc1ccc(F)cc1 (stereo not drawn),-3.7,37,6,-0.9,-21,0.9,0,0,15
O=C(Cc1ccc(Cl)cc1)Nc1ccc(SC(F)F)cc1,0.5,-25,-1,0.7,-3,0.4,-4,-2,66
O=c1cc(NCc2ccco2)[nH]c(=O)n1-c1ccc(Br)cc1,0.3,24,8,1.1,1,-0.2,0,-6,82*
CN1CCN(S(=O)(=O)c2ccc(NC(=O)COc3ccccc3)cc2)CC1,-1.4,-22,-15,0.0,22,0.3,3,4,9
COc1cc2c(cc1NC(=O)C(c1ccccc1)c1ccccc1)CCCC2,1.1,23,-12,0.6,12,-1.0,10,0,9
CC(=O)N1CCc2cc(S(=O)(=O)NCCC(=O)Nc3cc(C)cc(C)c3)ccc21,1.7,-30,-18,0.1,-14,-0.5,-3,3,-16
Cc1ccc(C(=O)Nc2ccc3cn[nH]c3c2)cc1S(=O)(=O)N1CCOCC1,-0.1,-14,8,3.2,0,0.5,7,-4,-2
Cc1cccc(NC(=O)COc2ccc(Br)cc2C)n1,-1.6,16,-9,0.4,-63,-0.5,18,-8,38
CN1CCN(c2ncnc3c2sc2nc(N4CCOCC4)c4c(c23)CCC4)CC1,0.5,.,2,0.4,5,0.0,-4,-13,.
CN(C)S(=O)(=O)c1cccc(-c2nnc(SCCNCCO)n2-c2ccc(F)cc2)c1,0.4,1,8,0.0,-30,1.7,0,-29,-5
c1ccn2cc(-c3ccc4c(c3)OCO4)cc2c1,-0.7,-9,-4,0.8,-10,0.0,-2,-1,-24
Cc1ccc(NC2c3ccccc3C(=O)N2c2cccnc2)cc1 (stereo not drawn),-0.3,-31,-29,1.8,-28,0.3,.,-11,1
CC1CC(C)CN(c2nc(NCc3ccco3)nc(N)c2[N+](=O)[O-])C1 (stereo not drawn),-0.9,50,11,0.5,-13,0.1,-1,-7,59

# Single values from above.
# zfTRPN1 agonist with O=C(CN1CCCCC1)Nc1ccc(NC(=O)c2ccccc2Cl)cc1Cl : -0.8
# zfTRPN1 agonist with NS(=O)(=O)c1cc(C(=O)OCC(=O)Nc2ccc(N3CCCCC3)cc2)ccc1Cl : 1.1
# NPY Y1 blocker with Cc1ccc(OCCC(=O)OCC(=O)N2c3ccccc3CC2C)cc1 (stereo not drawn) : 8
# CHOP inh with CC(C)(C)NC(=O)c1cc(F)c(F)cc1Cl : -3

# (continued)
SMILES,S1P4 agonist,EP2 modulator,NPY2 pot ag,zfTRPN1 agonist,NPY1 pot ag,TRPML3 ag,NPY Y1 blocker,S1P4 antagonist,CHOP inh
O=C(c1ccco1)N1CCN(C(=O)c2cccc3c2C(=O)N(C2CCCCC2)C3)CC1,4.6,28,-4,-0.4,-2,0.0,0,-11,35
Cc1ccc(CN2CCNC(=O)C2CC(=O)N(C)CCc2ccccc2)cc1 (stereo not drawn),0.1,6,-3,0.3,-3,0.4,3,-5,24
COc1cccc(Nc2nc(-c3sc(NC(=O)c4ccccc4)nc3C)cs2)c1,-2.3,9,18,-0.8,-2,1.3,-1,-1,-9
CCc1nnc2c(N(C)C)nc3ccccc3n12,0.8,-7,-3,-0.2,6,0.9,3,5,-5
Cc1cc(NS(=O)(=O)c2ccc(NC(=S)NC(=O)c3ccc(F)cc3Cl)cc2)no1,-0.3,-82,19,-1.5,2,0.2,0,-6,-3
O=c1cc(O)nc(SCc2ccccc2)n1-c1ccccc1,-2.5&-2.6,54&13,-1&-4,-0.6&-0.9,-10&-11,-0.5&0.7,3&1,-26&-2,8&-17
CCN(CC)C(=O)C1CCCN(Cc2cccc(F)c2)C1 (stereo not drawn),-0.8,-5,0,-1.2,-13,0.1,5,4,8
Cc1cc2nc(-c3cc(N4CCOCC4)ccc3[N+](=O)[O-])ccn2n1,0.8,15,13,1.9,6,0.4,0,-1,7
CCN(C(=O)CSc1nnc(-c2ccccc2)n1C)C1CCS(=O)(=O)C1 (stereo not drawn),0.9,7,4,0.7,9,0.7,3,-18,1
CC1CCCCN1C(=O)COc1ccccc1F (stereo not drawn),13*,-6,-8,0.1,6,-0.1,2,-31,-10
Cc1ccc2nc(-c3ccccn3)c(NC3CCCC3)n2c1,0.9,41,9,-3.4,10,-0.4,14,-31,42
CCOC(=O)c1c(C)nc2cc(C)cc(C)n12,1.0,16,10,-0.4,1,0.3,5,-2,11
COc1ccc(CC2(C)OC(c3ccc(Cl)cc3)=NN2C(C)=O)cc1 (stereo not drawn),1.3,10,-1,-3.7,8,-0.1,16,6,27
CCN(c1ccccc1)S(=O)(=O)c1ccc(Cl)c(NC(=O)COC(=O)c2ccc(Cl)c(N)c2)c1,2.4,-1,7,0.4,-10,0.4,4,-5,32

# Compounds from the list above that have an aryl thioether with sulfur outside any ring:
SMILES,S1P4 agonist,EP2 modulator,NPY2 pot ag,zfTRPN1 agonist,NPY1 pot ag,TRPML3 ag,NPY Y1 blocker,S1P4 antagonist,CHOP inh
Cc1ccc(S(=O)(=O)N2CCCCC2)cc1NC(=O)CSc1nnc(N)s1,-0.2,18,-4,0.5,3,1.6,3,-2,24
O=C(Cc1ccc(Cl)cc1)Nc1ccc(SC(F)F)cc1,0.5,-25,-1,0.7,-3,0.4,-4,-2,66
CN(C)S(=O)(=O)c1cccc(-c2nnc(SCCNCCO)n2-c2ccc(F)cc2)c1,0.4,1,8,0.0,-30,1.7,0,-29,-5
O=c1cc(O)nc(SCc2ccccc2)n1-c1ccccc1,-2.5&-2.6,54&13,-1&-4,-0.6&-0.9,-10&-11,-0.5&0.7,3&1,-26&-2,8&-17
CCN(C(=O)CSc1nnc(-c2ccccc2)n1C)C1CCS(=O)(=O)C1 (stereo not drawn),0.9,7,4,0.7,9,0.7,3,-18,1

# From PubChem BioAssay
